Screening data from PubChem BioAssay.
Bim-Bfl-1: inhibitors of Bim-Bfl-1 interaction, human. Q16548. 190,000 compounds, 0.12% hits. Bead-based flow cytometry, Bim-Bfl-1 binding inhibition. inhibition, % at 10 µM;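 also: 0% = wells without compound plus tracer and 100% = blocker peptide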
RGS4-Gao reg: human RGS4-Galphao interaction regulation; P09471; Multiplexed bead flow cytometry, RGS4-Galphao binding; actives lie on both sides; binding response (% of control), % at 10 µM; 220,000 compounds, 0.33% hits; AID 1415; in the data active = binding response below about 49% or above about 150%; inactive = in between;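 also: fluorescent Galphao activated with aluminum fluoride binding bead-coupled RGS4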
Target sequence (P09471 whole entry, looked up): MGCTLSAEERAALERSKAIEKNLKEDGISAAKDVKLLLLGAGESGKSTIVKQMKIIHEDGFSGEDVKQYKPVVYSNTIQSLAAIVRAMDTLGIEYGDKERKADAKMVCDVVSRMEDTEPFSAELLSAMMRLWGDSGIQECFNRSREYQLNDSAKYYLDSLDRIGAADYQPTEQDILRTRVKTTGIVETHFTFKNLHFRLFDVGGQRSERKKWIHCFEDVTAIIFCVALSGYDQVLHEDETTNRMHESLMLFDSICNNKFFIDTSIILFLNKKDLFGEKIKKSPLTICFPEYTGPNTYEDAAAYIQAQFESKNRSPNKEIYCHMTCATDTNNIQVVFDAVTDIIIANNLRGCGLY
Mcl-1 Bim block: human Bim-Mcl-1 interaction inhibition. 190,000 compounds, 0.1% hits. Q07820. inhibition, % at 10 µM. Bead-based flow cytometry, Bim peptide-Mcl-1 binding;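 also: 0% = no compound tracer wells and 100% = peptide blocker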
Bcl-XL Bim block: inhibitors of Bim-Bcl-XL interaction, human; 190,000 compounds, 0.04% hits; AID 1007; Q07817; inhibition, % at 10 µM; Bim peptide-Bcl-XL binding, bead flow cytometry, fluorescence
Target sequence (Q07817 whole entry, looked up): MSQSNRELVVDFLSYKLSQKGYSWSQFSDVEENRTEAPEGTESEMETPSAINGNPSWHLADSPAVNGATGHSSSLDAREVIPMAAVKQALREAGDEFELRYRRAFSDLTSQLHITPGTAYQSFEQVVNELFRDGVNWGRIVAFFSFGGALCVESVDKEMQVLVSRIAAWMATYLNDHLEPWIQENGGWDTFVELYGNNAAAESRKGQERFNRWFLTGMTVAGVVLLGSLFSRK
ABCG2 inh: blocks JC-1 efflux by human ABCG2 transporter | Q9UNQ0 | IgMXP3 cells, flow cytometry | inhibition, % at 6.6 µM | 190,000 compounds, 0.1% hits | AID 1325;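 active = inhibition above 80%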;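 also: 0% = DMSO and 100% = nicardipine control wells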
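material = IgMXP3 (ABCG2) plus far-red-tagged CCRF-Adr (ABCB1) cells | amount = 3 million cells/mL, equal mix of both lines | also added = JC-1 transporter substrate | dosing = one concentration, 6.6 µM final | schedule = 10 min at 25 °C | measured by = flow cytometric JC-1 green MFI at 530 nm | read-out basis = percent efflux inhibition, scaled nicardipine 100% to DMSO 0%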
Bim-Bcl-B: human Bim-Bcl-B interaction inhibition; Q9HD36; bead-based flow cytometry, Bim peptide-Bcl-B binding; inhibition, % at 10 µM; 190,000 compounds, 0.073% hits; AID 951;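 also: 0% = tracer peptide without compound and 100% = reference inhibitor peptide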
Bcl-2 Bim block: inhibitors of Bim-Bcl-2 interaction, human; P10415; Bead-based flow cytometry, Bim peptide-Bcl-2 binding; inhibition, % at 10 µM; 190,000 compounds, 0.06% hits; in the data active = inhibition above about 40%; inconclusive = no clear call, values can overlap the other calls;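 also: 0% = no compound wells with probe peptide and 100% = reference peptide inhibitor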
Target sequence (P10415 whole entry, looked up): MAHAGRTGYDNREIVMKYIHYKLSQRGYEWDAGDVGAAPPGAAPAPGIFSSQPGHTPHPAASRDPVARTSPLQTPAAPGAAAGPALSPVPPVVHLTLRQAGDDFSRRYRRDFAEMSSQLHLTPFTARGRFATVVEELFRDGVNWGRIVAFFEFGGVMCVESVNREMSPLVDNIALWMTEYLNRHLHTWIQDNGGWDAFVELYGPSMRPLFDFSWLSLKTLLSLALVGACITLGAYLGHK
RGS7-Gao: modulates binding of RGS7 to human Galphao; Multiplexed bead flow cytometry; actives lie on both sides; 220,000 compounds, 0.35% hits; binding response (% of control), % at 10 µM; in the data active = binding response below about 49% or above about 150%; inconclusive = no clear call, values can overlap the other calls; inactive = in between;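 also: fluorescent Galphao held in activated GDP-AlF4 state binding bead-coupled RGS7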
RGS8-Gao: human RGS8-Galphao interaction regulation; 220,000 compounds, 0.34% hits; multiplexed bead flow cytometry, RGS8-Galphao binding; actives lie on both sides; P09471; response (percent of control binding), % at 10 µM; in the data active = response below about 60% or above about 140%; inactive = in between;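 also: Galphao activated as the GDP aluminium fluoride complex binding bead-coupled RGS8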
Bim-Bcl-W: human Bim-Bcl-W interaction inhibition | Q92843 | bead-based flow cytometry, Bim peptide-Bcl-W binding | AID 952 | 190,000 compounds, 0.02% hits | inhibition, % at 10 µM;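 also: 0% = bound tracer without compound and 100% = peptide blocker; higher means less fluorescent Bim peptide bound to Bcl-W beads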
Target sequence (Q92843 whole entry, looked up): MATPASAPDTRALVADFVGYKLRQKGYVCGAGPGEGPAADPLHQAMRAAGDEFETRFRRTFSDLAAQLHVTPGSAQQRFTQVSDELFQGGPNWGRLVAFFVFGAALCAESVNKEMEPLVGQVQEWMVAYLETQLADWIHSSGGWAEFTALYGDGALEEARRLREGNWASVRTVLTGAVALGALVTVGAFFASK
ABCB1 inh: blocks JC-1 efflux by human ABCB1 transporter. inhibition, % at 6.6 µM. CCRF-Adr cells, flow cytometry. 190,000 compounds, 0.067% hits; in the data active = inhibition above about 40%;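 also: 0% = vehicle and 100% = reference inhibitor; higher value means more JC-1 retained so stronger ABCB1 efflux block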
The depositor's hits bear a star; ? = inconclusive. Rule as the data show it, unless noted: active = inhibition above about 40%. An unsorted share of the library; any-hit rate near 0.94%.

Every second line gives: Bim-Bfl-1	RGS4-Gao reg	Mcl-1 Bim block	Bcl-XL Bim block	ABCG2 inh	Bim-Bcl-B	Bcl-2 Bim block	RGS7-Gao	RGS8-Gao	Bim-Bcl-W	ABCB1 inh
COc1ccc(-c2csc(/C(C#N)=C/Nc3ccc4c(c3)OCCO4)n2)cc1
 : 30	98	24	29	-9	13	21	98	90	33	-1.3
Cc1c(NC(=O)C(C)OC(=O)/C=C/c2ccccc2)c(=O)n(-c2ccccc2)n1C (stereo not drawn)
 : -5	101	3	-1	2	0	0	?	104	2	0.9
Cc1ccc(C(=O)NN2C(=O)CSC2=S)cc1
 : 1	101	-2	-4	3	-4	2	102	102	0	0.0
CCOc1ccc(NC(=O)c2cnccn2)cc1
 : 0	102	1	-2	2	1	0	104	103	2	0.0
COc1ccc(OCC(Cn2cnc3ccccc32)OC(C)=O)cc1 (stereo not drawn)
 : 3	101	-2	-1	19	1	3	100	95	0	1.3
Cc1ccc(C2C(C(=O)c3cccs3)=C(O)C(=O)N2c2nnc(C)s2)cc1 (stereo not drawn)
 : -8	99	-1	-2	1	-6	0	102	101	-2	0.0
COC(=O)c1ccc(NC(=S)Nc2cccc(C)n2)cc1
 : -1	98	-6	-7	36	-12	-1	103	100	-4	1.0
Cc1c(NC(=O)CN2C(=O)C3C4C=CC(C4)C3C2=O)c(=O)n(-c2ccccc2)n1C (stereo not drawn)
 : 1	97	-3	-2	0	0	0	99	101	0	0.2
COc1ccc(C(=O)/C=C/N(C)C)cc1OC
 : -16	93	-1	-6	13	-10	-8	90	98	-3	0.7
CC(=O)N1CC(C)c2scc(C)[n+]2-c2ccccc21 (stereo not drawn)
 : 3	97	-1	-1	-5	-5	2	100	96	0	0.2

In another format: entries from further up.
Bim-Bfl-1	RGS4-Gao reg	Mcl-1 Bim block	Bcl-XL Bim block	ABCG2 inh	Bim-Bcl-B	Bcl-2 Bim block	RGS7-Gao	RGS8-Gao	Bim-Bcl-W	ABCB1 inh	smiles
-5	101	3	-1	2	0	0	?	104	2	0.9	Cc1c(NC(=O)C(C)OC(=O)/C=C/c2ccccc2)c(=O)n(-c2ccccc2)n1C (stereo not drawn)
1	101	-2	-4	3	-4	2	102	102	0	0.0	Cc1ccc(C(=O)NN2C(=O)CSC2=S)cc1
0	102	1	-2	2	1	0	104	103	2	0.0	CCOc1ccc(NC(=O)c2cnccn2)cc1
3	101	-2	-1	19	1	3	100	95	0	1.3	COc1ccc(OCC(Cn2cnc3ccccc32)OC(C)=O)cc1 (stereo not drawn)
-8	99	-1	-2	1	-6	0	102	101	-2	0.0	Cc1ccc(C2C(C(=O)c3cccs3)=C(O)C(=O)N2c2nnc(C)s2)cc1 (stereo not drawn)
-1	98	-6	-7	36	-12	-1	103	100	-4	1.0	COC(=O)c1ccc(NC(=S)Nc2cccc(C)n2)cc1
1	97	-3	-2	0	0	0	99	101	0	0.2	Cc1c(NC(=O)CN2C(=O)C3C4C=CC(C4)C3C2=O)c(=O)n(-c2ccccc2)n1C (stereo not drawn)
-16	93	-1	-6	13	-10	-8	90	98	-3	0.7	COc1ccc(C(=O)/C=C/N(C)C)cc1OC

(continued)
Every second line gives: Bim-Bfl-1	RGS4-Gao reg	Mcl-1 Bim block	Bcl-XL Bim block	ABCG2 inh	Bim-Bcl-B	Bcl-2 Bim block	RGS7-Gao	RGS8-Gao	Bim-Bcl-W	ABCB1 inh
Cc1ccc(S(=O)(=O)N2CCCN(c3nc4cc(C)ccc4cc3C#N)CC2)cc1
 : 2	99	4	3	3	-9	6	100	101	4	1.5
COC(=O)c1cc(NC(=O)c2ccc(Cn3cc(Cl)cn3)o2)cc(C(=O)OC)c1
 : 0	109	0	-1	5	0	1	123	95	-2	1.1
Cc1cc(C(=O)C(=O)O)c(C)n1-c1ccc(Cl)c(Cl)c1
 : -4	101	4	3	-2	2	0	97	104	3	0.1
COc1ccc(S(=O)(=O)N(CC(=O)O)c2ccccc2)cc1
 : 0	101	1	2	1	1	0	100	99	2	0.2
CCn1ncc(/C=C/C(=O)NCc2cnn(C)c2C)c1C
 : -10	106	0	-17	2	-3	-5	103	104	1	0.5
CC(=O)Nc1ccc(NC(=O)c2sc3nc4n(c(=O)c3c2C)CCCCC4)cc1
 : -12	102	-2	0	3	-4	-2	104	103	0	0.3
CN(C)C(=O)CSc1nnc(-c2cc(-c3cccs3)nc3ccccc23)o1
 : 0	98	-1	0	7	-4	-3	97	101	0	1.3
COc1cc(NC(=S)NCCN2CCOCC2)cc(OC)c1
 : -4	139	-8	-10	3	-12	-6	129	134	-6	0.5
CC(C)(C)c1ccc(NC(=O)COC(=O)C2=COCCO2)cc1
 : 10	117	0	6	1	4	5	109	106	4	0.5
Cc1nn(Cc2ccccc2Cl)c(C)c1NC(=O)/C=C/c1cnn(C)c1
 : -13	102	1	-5	3	-8	-7	99	103	-2	0.7
N#C/C(=C\c1cn[nH]c1-c1ccc(Cl)cc1)C(=O)NCc1ccccc1
 : 0	100	0	-3	3	0	0	99	100	-1	0.4
Cc1c(Cl)cccc1NC(=S)N(CCCN1CCOCC1)Cc1ccco1
 : -4	102	-3	-1	-1	-3	-5	106	99	0	0.6
COc1ccc(S(=O)(=O)Nc2ccccc2SC)cc1C
 : 0	97	-1	-5	0	-2	-3	98	100	0	0.1
COc1ccc(S(=O)(=O)N2CCCC2)cc1C(=O)N1CCOCC1
 : -3	102	-2	-4	0	-6	0	98	103	-7	0.2
COc1cc(/C=C/C(=O)O)cc(S(=O)(=O)Nc2ccccc2SC)c1OC
 : -1	101	0	-3	-1	-4	0	99	99	0	0.3
Nn1c(-c2ccccc2Cl)nnc1-c1ccccc1Cl
 : -1	119	4	1	7	1	0	113	106	2	0.5
COc1cccc(OC)c1C(=O)Nc1ccc(CN2CCOCC2)cc1
 : -7	102	-2	-2	0	-9	-10	100	102	1	-0.1
O=C(O)C(Cc1ccccc1)N1C(=O)/C(=C/c2cccc3ccccc23)SC1=S (stereo not drawn)
 : 6	101	4	7	-11	8	8	96	96	5	-0.1
CCCCOC(=O)CSc1nc(N)c(C#N)c(-c2ccc(OC)cc2)c1C#N
 : -7	100	0	-7	3	-8	-8	100	105	-1	1.1
O=C1CC(N2CCN(c3cccc(C(F)(F)F)c3)CC2)C(=O)N1c1ccc(F)cc1 (stereo not drawn)
 : -22	105	-2	-7	32	-9	-12	103	102	0	0.0
Cc1ccc(CCN2CC(C(=O)NCCCN3CCN(C)CC3)CC2=O)cc1 (stereo not drawn)
 : -12	97	0	-4	0	-6	-5	95	101	0	0.1
CC(=O)CC(=O)NC(=NC1CCCCC1)Nc1nc(C)cc(C)n1
 : -6	93	1	-4	9	-4	0	91	96	-3	3.3
COc1ccc(C(=O)NC=C2C(=O)OC(C)(C)OC2=O)cc1
 : -4	102	-2	-2	-1	0	-1	103	101	-4	-0.3
O=C(CSc1ncc(-c2ccc(F)cc2)[nH]1)N1CCCCC1
 : -4	94	-1	0	3	0	-1	94	95	-2	0.3
O=C(CNC(=O)c1cccs1)NCC(=O)OCc1cccc(Cl)c1
 : -2	104	-1	-1	4	-3	-4	106	100	-1	1.0
O=C(Nc1ccc2c(c1)OCO2)C1CCCN1C(=O)OCc1ccccc1 (stereo not drawn)
 : -1	104	-2	1	1	-1	-4	106	104	1	0.5
CCOC(=O)c1ccc(S(=O)(=O)Nc2ccccc2-c2nnn(CC)n2)cc1
 : -12	107	-1	-4	-1	-13	-9	98	103	0	0.4
Cc1ccc(S(=O)(=O)N2CCOCC2)cc1NC(=O)COC(=O)C1COc2ccccc2O1 (stereo not drawn)
 : -16	106	-1	-7	13	-5	-4	103	101	-4	0.6
CC1(C)CC(=O)C(C=NCC2CCCO2)=C(O)C1 (stereo not drawn)
 : -5	103	1	1	2	-5	-5	101	101	0	0.6
CCOC(=O)C1(C)NC(c2cccs2)C2C(=O)N(c3ccc(OC)cc3)C(=O)C21 (stereo not drawn)
 : -4	101	-1	0	0	-5	0	102	105	2	0.1

2 successive records already listed:
Every second line gives: Bim-Bfl-1	RGS4-Gao reg	Mcl-1 Bim block	Bcl-XL Bim block	ABCG2 inh	Bim-Bcl-B	Bcl-2 Bim block	RGS7-Gao	RGS8-Gao	Bim-Bcl-W	ABCB1 inh
CC1(C)CC(=O)C(C=NCC2CCCO2)=C(O)C1 (stereo not drawn)
 : -5	103	1	1	2	-5	-5	101	101	0	0.6
CCOC(=O)C1(C)NC(c2cccs2)C2C(=O)N(c3ccc(OC)cc3)C(=O)C21 (stereo not drawn)
 : -4	101	-1	0	0	-5	0	102	105	2	0.1

Next part.
molecule,Bim-Bfl-1,RGS4-Gao reg,Mcl-1 Bim block,Bcl-XL Bim block,ABCG2 inh,Bim-Bcl-B,Bcl-2 Bim block,RGS7-Gao,RGS8-Gao,Bim-Bcl-W,ABCB1 inh
C=CCNC(=S)Nc1ccc(OC(F)F)c(Cl)c1,-5,103,-3,-8,5,-11,-3,98,103,-7,-0.8
CCOC(=O)c1c(C)[nH]c(C(=O)N/N=C/c2cccc(OC)c2)c1C,0,100,-6,-9,10,-7,-5,98,101,-7,1.0
CCN(CC)c1ccc(NC(=O)c2cccnc2)c(C)c1,7,103,-5,0,-1,-9,0,106,110,-2,-0.4
CNC(=O)Cc1csc2ccc(Cl)cc12,0,99,0,-2,0,-2,0,97,95,0,-0.2
Cn1c(CCNC(=O)c2ccco2)nc2cc(NC(=O)C3CCCCC3)ccc21,1,98,0,0,1,-2,6,97,99,1,0.2
O=C(CNC(=O)c1cc(=O)[nH]c2ccccc12)Nc1ccc(F)c(F)c1,-7,103,0,-4,3,-5,-6,?,105,0,1.4
COc1ccccc1Cn1c(=O)[nH]c2cccnc21,-16,101,0,-2,14,-4,-5,100,102,1,3.4
CN1CCN(C(=O)CCNC(=O)Cn2ccc3ccccc3c2=O)CC1,-11,102,0,-3,1,-4,-3,104,102,-1,0.4
O=c1c2c(nc3cc(-c4ccc(F)cc4)[nH]n13)CCCC2,-7,97,0,-4,-4,-6,-7,100,99,2,-7.2
N#C/C(=C\c1ccccc1)C(=O)N(c1ccccn1)C1CCCCC1,-10,100,-5,-10,15,-12,-15,97,101,-4,2.0
COc1cccc(C2(O)CC(C(F)(F)F)=NN2C(=O)c2ccccn2)c1 (stereo not drawn),-8,103,-4,0,2,-3,-3,102,102,-2,0.3
O=C(COc1ccc(Cl)cc1)NCc1nnc(SCC(=O)Nc2ccc3c(c2)OCCO3)o1,-23,98,-8,-11,36,-12,-14,99,104,-2,1.3
CCSC1=NN2CCS(=O)(=O)N=C2S1,-6,100,-1,-2,3,-5,-3,?,102,-3,0.8
O=C(CN(C(=O)Cn1nnc(-c2ccc(F)cc2)n1)c1ccc(F)c(Cl)c1)NCC1CCCO1 (stereo not drawn),-5,96,0,0,3,-3,-2,101,101,0,1.2
